Alkaline phosphatase: inhibition of tissue-nonspecific alkaline phosphatase – biochemical, luminescent (AID 518). purified TNAP enzyme, luminescent substrate readout; higher % means a stronger effect. 0.09% of 64,000 active. inhibition, % at 20 µM; hits with a dose series show IC50 in µM; in the data active = a potency from the dose series; inactive = the rest, 99 in 100 with inhibition below about 22%;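 note: plate controls were vehicle for no effect and reference inhibitor for full effect; many of its hits are not listed in these tables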
Bfl-1 displacement: displacement of Bid BH3 peptide from Bfl-1 – biochemical, fluorescence polarization, FITC-Bid, mouse, primary screen (AID 432) | 0.02% of 64,000 active | FITC-Bid BH3 peptide fluorescence polarization displacement; higher % means a stronger effect | displacement, % at 20 µM, or IC50 in µM where a hit was titrated; in the data active = a potency from the dose series; inactive = the rest, 99 in 100 with displacement below about 15%; note: strong numbers were not always called active
HT1080 viability: cytotoxicity in HT1080 fibrosarcoma cells, cell-based, fluorescence readout (AID 620); HT1080 viability, fluorescence; higher % means a stronger effect; one-dose cytotoxicity, % at 10 µM; EC50 in µM for titrated hits; 0.42% of 87,000 active;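 note: cells exposed to compound overnight then 4 h with Alamar Blue; 0% = vehicle DMSO and 100% = killing control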
PMK inhibit: inhibitors of Streptococcus pneumoniae phosphomevalonate kinase; purified PMK, PK/LDH-coupled NADH absorbance 340 nm; inhibition, % at 10 µM; 0.49% of 65,000 active;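 active = top-ranked compounds by inhibition in the single 10 µM screen, taking a fixed number of the strongest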;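 note: 0% = full reaction with DMSO carrier and 100% = background rate without enzyme reaction; no value below 0 was filed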
HPDE-C7 cytotoxicity: cytotoxicity in HPDE-C7 cells, cell-based, fluorescence, HTS (AID 430); HPDE-C7 pancreatic duct cells viability, fluorescence; higher % means a stronger effect; one-dose cytotoxicity, % at 10 µM; EC50 in µM for titrated hits; 1.8% of 63,000 active;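 note: cells exposed to compound for 48 hours before viability readout; 0% = vehicle and 100% = reference cytotoxic drug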
LYP inhibition: inhibition of human PTPN22 tyrosine phosphatase – biochemical, DiFMUP fluorescence, recombinant catalytic domain, 10 µM, primary screen (AID 606). recombinant LYP catalytic domain, DiFMUP fluorescence; higher % means a stronger effect. inhibition, % at 10 µM, or IC50 in µM where a hit was titrated. 52,000 tested, under 10 active;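 active = IC50 under 40 µM in the dose-response test; inactive = IC50 of 40 µM or more, or never dose-tested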
MK inhibit: S. pneumoniae mevalonate kinase inhibition; purified MK, PK/LDH-coupled NADH absorbance 340 nm; inhibition, % at 10 µM; 0.48% of 65,000 active;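 active = ranked among the strongest by inhibition in the single 10 µM screen, a fixed top-ranked set picked for dose follow-up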; note: no value below 0 was filed
DPM-DC inhibit: blocks S. pneumoniae diphosphomevalonate decarboxylase; 0.49% of 65,000 active; purified DPM-DC, PK/LDH coupled NADH fluorescence; calls only at 10 µM; AID 556;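 active = the 320 compounds with the highest percent inhibition in the single-dose primary screen, excluding strongly autofluorescent ones, cut at about 32% in these data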;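 note: kinetic rate of NADH fluorescence loss reporting ADP formed by the decarboxylase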
HPDE-C7K KRASV12: viability loss of HPDE-C7K cells – cell-based, fluorescence, HTS, primary screen (AID 431); HPDE-C7K KRASV12 cells, Alamar Blue viability, 48 h; higher % means a stronger effect; 1.7% of 63,000 active; one-dose cytotoxicity, % at 10 µM; EC50 in µM for titrated hits;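 active = compounds whose percent cytotoxicity in the single-dose primary screen, scaled between solvent and toxic-drug controls, exceeds 50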;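 note: 0% = DMSO solvent wells and 100% = doxorubicin-treated wells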
PMK inhibit pilot replicates: recorded beside PMK inhibit, whose call it bears; inhibition, %; measured here: pilot screen replicates
MK inhibit pilot replicates: second read-out of MK inhibit, no call of its own (marks repeat the call); inhibition, %; measured here: pilot screen replicates
DPM-DC inhibit pilot screen %: further read-out of DPM-DC inhibit, marked with its call; inhibition, %; measured here: pilot screen trials
* marks the source's active call; other numbers are inactive results; i = inactive; / = no result given; + = active, no number. Cut-off read from the data, not from the text of the source, unless noted: active = cytotoxicity above about 50%; inactive = the rest.

SMILES | Alkaline phosphatase | Bfl-1 displacement | HT1080 viability | PMK inhibit | HPDE-C7 cytotoxicity | LYP inhibition | MK inhibit | DPM-DC inhibit | HPDE-C7K KRASV12 | others
CC(C)COC(=O)c1ccc(NC(=O)C2C3CCC(C3)C2C(=O)O)cc1 (stereo not drawn) | 5% | 1% | -9% | 11 | 4% | 13% | 3 | i | 13%
COc1ccc(-n2ncc3c(NCCCn4ccnc4)ncnc32)cc1 | 7% | 5% | 23% | 4 | 6% | / | 8 | i | -4%
COc1ccc(F)c(C2C(C#N)=C(N)Oc3n[nH]c(C(C)(C)C)c32)c1 (stereo not drawn) | 7% | 0% | 14% | 11 | 7% | -3% | 8 | i | 14%
O=C(COC(=O)CCC(=O)Nc1nccs1)NCc1ccco1 | 5% | -4% | 1% | 15 | 6% | 2% | 14 | i | 8%
Cc1ccc(C)c(C(=O)C(C)OC(=O)c2cccn2C)c1 (stereo not drawn) | 6% | 2% | -5% | 11 | 4% | / | 0 | i | -8%
Fc1ccc(-c2cc(C(F)(F)F)nc(-n3cncn3)n2)cc1 | 10% | -2% | 7% | 12 | -10% | -8% | 4 | i | -4%
O=C(Nc1ccc(S(=O)(=O)N2CCc3ccccc32)cc1)c1ccco1 | 13% | -7% | 13% | 7 | 18% | -8% | 2 | i | 18%
COc1ccc(N/C=C2/CCCCC2=O)cc1 | 3% | 5% | 9% | 8 | 13% | 1% | 8 | i | 14%
CN(CC(=O)N1CCc2ccccc21)S(=O)(=O)c1cccc2cccnc12 | 11% | -2% | -2% | 9 | 4% | 4% | 7 | i | 0%
CC(C)(C)NC(=O)Cn1nnc(-c2ccc(Cl)cc2)n1 | 4% | 8% | -1% | 0 | 4% | 7% | 2 | i | 7%
O=C(CS(=O)(=O)Cc1ccccc1)NCC1CCCO1 (stereo not drawn) | 8% | 3% | -3% | 7 | -1% | 2% | 7 | i | 2%
COC(=O)/C(=C1/Oc2cc(C)oc(=O)c2S1)C(F)(F)F | -7% | -4% | -9% | 0 | 77%* | 9% | 0 | i | 70%*
CSc1nc(N2CCOCC2)c2c(c1C#N)CCCCC2 | 16% | 4% | -3% | 5 | -2% | 0% | 6 | i | 24% | PMK inhibit pilot replicates=5.5;MK inhibit pilot replicates=0.0;DPM-DC inhibit pilot screen %=3.5
FC(F)(F)c1cccc(N2CCN(Cc3ccoc3)CC2)c1 | 12% | -7% | -2% | 12 | 15% | 9% | 50* | i | 15%
CCCCOC(=O)Nc1nccs1 | 11% | -3% | 10% | 14 | 5% | 7% | 1 | i | -2% | PMK inhibit pilot replicates=3.5;MK inhibit pilot replicates=7.0;DPM-DC inhibit pilot screen %=4.5
CCOC(=O)CSc1nncc2ccc(OC)c(OC)c12 | 5% | 1% | -1% | 7 | 36% | -10% | 4 | i | 14%
Cc1cccc2cc(C(c3nnnn3CC3CCCO3)N3CCOCC3)c(=O)[nH]c12 (stereo not drawn) | 13% | 4% | -4% | 0 | -22% | / | 5 | i | -24%
CCCSc1nnc(Cc2cc(=O)[nH]c(=O)[nH]2)n1-c1cc(C)ccc1C | 5% | -9% | 5% | 11 | -10% | 12% | 14 | i | 5%
Oc1oc(-c2ccco2)nc1C=Nc1cccc(Cl)c1 | 14% | -3% | -13% | 5 | -3% | -6% | 0 | i | -3%
CCOC(=O)c1c(C)c(C(=O)N2CCN(C(=O)c3ccco3)CC2)c(C)n1C | 4% | 0% | 1% | 14 | -13% | 7% | 4 | i | 5%
O=C1C2CC=C(Cl)CC2C(=O)N1CCc1c[nH]c2ccccc12 (stereo not drawn) | 8% | -4% | / | 0 | -4% | 2% | 9 | i | -6%
COc1ccc(Cn2c(SCC(=O)NCc3ccco3)nc3ccsc3c2=O)cc1 | 7% | -5% | 2% | 4 | -7% | 5% | 6 | i | 6%
CCOC(=O)CSc1nc2ccccc2c(=O)n1CCCCCC(=O)NCc1ccco1 | -6% | -1% | -4% | 8 | -23% | -6% | 2 | i | -13%
CCC(CC)NC(=O)c1cc(OC)c(OC)c(OC)c1 | -6% | 3% | -4% | 2 | -5% | 8% | 0 | i | -1%
C[C@H]([C@@H](N)C(=O)N[C@@H](C(=O)O)[C@@H]1O[C@H](n2ccc(=O)[nH]c2=O)[C@@H](O)[C@H]1O)[C@@H](O)c1ccc(O)cn1 | / | / | 5% | 0 | / | 17% | 0 | i | /
COc1ccc(NC(=O)CSc2nnc(Cc3cccn3C)n2-c2ccc(C)cc2)cc1OC | -1% | -4% | 6% | 5 | 9% | / | 6 | i | 9%
O=C(Nc1cc(=O)c2ccccc2o1)N1CCCCC1 | 10% | 0% | 7% | 0 | -25% | 8% | 11 | i | -7%
CC1CN(C(=O)N(C)C)CCN1C(=O)N(C)C (stereo not drawn) | 0% | -1% | 6% | 0 | 4% | -10% | 3 | i | -4%
CCOC(=O)c1cnc(SC)nc1Nc1cccc(F)c1 | -4% | -9% | -9% | 0 | 7% | / | 10 | i | 14%
CC1Cc2ccccc2N1C(=O)CSc1nnc(CNc2ccccc2)o1 (stereo not drawn) | 7% | 2% | 1% | 5 | 0% | 1% | 3 | i | 3%
CCOc1ccccc1NC(=O)CSc1nnc(-c2ccco2)o1 | 7% | -8% | 5% | 7 | 5% | / | 10 | i | 9%
CC1CN(C(=O)c2ccc(COCC(F)(F)F)o2)CC(C)O1 (stereo not drawn) | 11% | 2% | 1% | 0 | 1% | 4% | 2 | i | -13%
Cn1c(=O)[nH]c(=O)c2c1nc(SCCN1CCCCC1)n2CCCc1ccccc1 | 4% | -2% | 0% | 0 | -2% | 0% | 1 | i | 4%
CC1CCCCN1C(=O)c1ccc(S(=O)(=O)N2CCCCC2C)cc1 (stereo not drawn) | 4% | 1% | -5% | 0 | 2% | -8% | 0 | / | 12%
CCOC(=O)CC(=O)CSc1ccc2nnc(-c3cccc(F)c3)n2n1 | 6% | -3% | 3% | 14 | -2% | -16% | 15 | i | -12%
Cn1c(=O)c2c(nc(SCC(=O)c3cccs3)n2Cc2ccc(F)cc2)n(C)c1=O | 4% | 5% | -4% | 1 | 3% | / | 6 | i | -9%
COCCC(=O)NC12CC3CC(CC(C3)C1)C2 | 5% | -1% | 9% | 0 | -12% | -5% | 7 | i | 8%
COc1ccccc1N1CCN(C(c2cccs2)C(C)NS(=O)(=O)c2ccccc2)CC1 (stereo not drawn) | -2% | -3% | 1% | 0 | 17% | 10% | 0 | i | 11%
COc1ccc(-c2noc(C3CCCN(C(=O)CCc4ccccc4)C3)n2)cc1 (stereo not drawn) | 17% | -8% | -7% | 11 | -42% | -1% | i | i | -20% | PMK inhibit pilot replicates=1.5;MK inhibit pilot replicates=2.5;DPM-DC inhibit pilot screen %=1.5
Cc1ccnc(SCCn2c(N3CCOCC3)nc3c2c(=O)n(C)c(=O)n3C)n1 | / | / | -5% | 11 | / | 7% | 6 | i | /
C=CCNc1nc(N2CCCC2)nc2ccccc12 | 12% | -9% | 2% | 6 | -6% | 17% | 14 | + | 5%
Cn1c(SCc2ccc(F)cc2)nnc1-c1ccccn1 | 11% | -6% | 2% | 5 | 1% | / | 9 | i | 10%
CCOC(=O)Cc1c(C)nc2cc(-c3ccc(Cl)cc3)[nH]n2c1=O | -3% | -9% | -2% | 0 | -6% | 4% | 1 | i | -6%
O=C(NCCc1ccccc1)C1CCN(S(=O)(=O)c2cccc3nsnc23)CC1 | 8% | 2% | 0% | 18 | -7% | 1% | 4 | i | -7%
CCC(C)NC(=O)C1c2ccccc2C(=O)N1Cc1cc(OC)ccc1OC (stereo not drawn) | -4% | 2% | -6% | 5 | -24% | 4% | 0 | i | -15%
CSc1ccc(C2Nc3ccccc3-c3cc(C)nn32)cc1 (stereo not drawn) | 13% | -7% | 9% | 7 | 2% | / | 8 | i | 13%
Cc1cccc(N(CC(=O)N2CCCC2)S(=O)(=O)c2ccccc2)c1 | 8% | -7% | 0% | 11 | -2% | / | 9 | i | -6%
CCCCCCC1CC(CSc2ncn[nH]2)OC1=O (stereo not drawn) | 38% | -7% | -3% | 13 | 7% | 7% | 9 | i | 3%

Random excerpt: 5 compounds from above, in no set order.
SMILES | Alkaline phosphatase | Bfl-1 displacement | HT1080 viability | PMK inhibit | HPDE-C7 cytotoxicity | LYP inhibition | MK inhibit | DPM-DC inhibit | HPDE-C7K KRASV12 | others
C=CCNc1nc(N2CCCC2)nc2ccccc12 | 12% | -9% | 2% | 6 | -6% | 17% | 14 | + | 5%
COc1ccc(-c2noc(C3CCCN(C(=O)CCc4ccccc4)C3)n2)cc1 (stereo not drawn) | 17% | -8% | -7% | 11 | -42% | -1% | i | i | -20% | PMK inhibit pilot replicates=1.5;MK inhibit pilot replicates=2.5;DPM-DC inhibit pilot screen %=1.5
CCC(C)NC(=O)C1c2ccccc2C(=O)N1Cc1cc(OC)ccc1OC (stereo not drawn) | -4% | 2% | -6% | 5 | -24% | 4% | 0 | i | -15%
COCCC(=O)NC12CC3CC(CC(C3)C1)C2 | 5% | -1% | 9% | 0 | -12% | -5% | 7 | i | 8%
O=C(NCCc1ccccc1)C1CCN(S(=O)(=O)c2cccc3nsnc23)CC1 | 8% | 2% | 0% | 18 | -7% | 1% | 4 | i | -7%

New compounds follow:
SMILES | Alkaline phosphatase | Bfl-1 displacement | HT1080 viability | PMK inhibit | HPDE-C7 cytotoxicity | LYP inhibition | MK inhibit | DPM-DC inhibit | HPDE-C7K KRASV12 | others
COc1cc(-n2c(C)nc3cc(C(=O)NCc4ccco4)ccc32)cc(OC)c1OC | / | / | 1% | 19 | / | 15% | 0 | i | /
CCOC(=O)c1c(-c2ccc(C)o2)csc1NC(=O)CN1CCN(CC)CC1 | 11% | -3% | 0% | 6 | 4% | / | 5 | i | 17% | PMK inhibit pilot replicates=4.0;MK inhibit pilot replicates=1.0;DPM-DC inhibit pilot screen %=1.0
CC(C)C1Cc2c(sc3c2c(=O)n(-c2ccccc2)c2nncn32)CO1 (stereo not drawn) | 7% | -3% | -14% | 9 | 5% | / | 0 | i | -7%
CCOC(=O)c1cc2n(c1N)-c1ccccc1C2=O | 18% | 85% | 7% | 0 | -12% | -1% | 0 | i | -2%
CC1CCCCN1C(=O)Cn1cc(C(=O)c2ccco2)c2ccccc21 (stereo not drawn) | 3% | 9% | -6% | 0 | -14% | -5% | 2 | i | -28%
COc1ccc(OC)c(NC(=O)CSc2nnc(N)s2)c1 | 4% | 0% | 0% | 5 | -11% | 11% | 9 | i | -8%
O=C(NC(Cc1ccccc1)C(=O)O)c1ccc(S(=O)(=O)N2CCOCC2)cc1 (stereo not drawn) | 9% | -9% | -5% | 0 | -11% | -14% | 5 | i | -6%
Cc1cnc(NC(=O)CN2C(=O)C3CC=CCC3C2=O)s1 (stereo not drawn) | 6% | 7% | 4% | 8 | -13% | 8% | 6 | i | -9%
Cc1nn(C)cc1CNC(=O)c1cc2n(n1)C(C(F)(F)F)CC(c1cccs1)N2 (stereo not drawn) | 9% | -4% | -11% | 22 | -20% | 3% | 9 | i | -18%
CCC(C)(C)NC(=O)CN(C(=O)CNS(=O)(=O)c1ccccc1)c1ccccc1 | 5% | 6% | -9% | 17 | -4% | -3% | 0 | i | -15%
